# Growth percent in the NCI-60 one-dose screen (48 h, 10 µM unless noted): 100 = growth as untreated, 0 = no growth, -100 = all killed.
# EKVX: EKVX NSCLC | 71,000 compounds, 3% hits
# HOP-62: HOP-62 NSCLC; 80,000 compounds, 3.9% hits; AID 1794735
# M14: M14 melanoma; 80,000 compounds, 6.2% hits; AID 1794745
# RPMI-8226: RPMI-8226 leukemia cells | 77,000 compounds, 7.5% hits | AID 1794781
# HOP-92: HOP-92 NSCLC cells | AID 1794738 | 71,000 compounds, 6.3% hits
# CCRF-CEM: CCRF-CEM leukemia | AID 1794778 | 77,000 compounds, 7% hits
# A549/ATCC: A549/ATCC NSCLC | 81,000 compounds, 3.7% hits
# MDA-MB-435: MDA-MB-435 melanoma. AID 1794794. 82,000 compounds, 7.8% hits
# Starred values were filed as active, the others as inactive; nt = no result given; & = joins results of further samples. The calls were made as follows: active = growth percent below 10; inactive = the rest.
SMILES,EKVX,HOP-62,M14,RPMI-8226,HOP-92,CCRF-CEM,A549/ATCC,MDA-MB-435
CCCCC(CC)COC(=O)CC(O)(CC(=O)OCC(CC)CCCC)C(=O)OCC(CC)CCCC (stereo not drawn),106,105,108,103,nt,nt,nt,105
CC(=O)CC(=O)Nc1cccc(Br)c1,93,100,123,109,nt,106,99,99
Cc1cc(C)c2c(c1)N1C=NNC(=O)C1CC(O)C2 (stereo not drawn),108,86,104,92,92,108,77,110
N#Cc1ccccc1[N+](=O)[O-],nt,92,102,101,97,109,107,103
COC1=C(OC)C(=O)C(CCCCCCCCCC[P+](c2ccccc2)(c2ccccc2)c2ccccc2)=C(C)C1=O,-6.2*,-20*,nt,-63*,-47*,-6.4*,-4.1*,-83*
COCCCn1c(C(Cl)(Cl)Cl)nn2c(=O)c3ccccc3nc2c1=O,nt,103,nt,nt,121,nt,100,97
NS(=O)(=O)c1ccc(Nc2nc(SCC(=O)c3ccc(Cl)cc3)nc3c2CCC3)cc1,92,105,92,66,52,74,94,101
CC(C)(C)[Si](O[C@@H]1C(=O)N[C@@H]1/C=C/c1ccccc1)(c1ccccc1)c1ccccc1,69,99,90,78,62,78,72,90
O=C(COc1ccc(Cl)cc1Cl)NCCN1CCCCC1,nt,106,109,96,nt,98,98,113
COc1ccc(-c2c(/C=C/C(=O)c3ccc(Cl)cc3)c(Cl)nc3c2c(C)nn3-c2ccccc2)cc1,98,114,102,nt,nt,nt,96,103
COc1cc2cc3c4cc(OC)c(OC)cc4cc[n+]3c(C)c2cc1OC (tested in a mixture with another compound),nt,55,89,81,nt,76,68,86
CC(C)c1[nH]nc2c(NCc3ccc(-c4ccccn4)cc3)nc(SCCN(C)C)nc12,-5.9*,-11*,-33*,-14*,-16*,1.7*,8.6*,0.8*
CSC(N)=Nc1ccc(Cl)cc1,94,99,101,100,88,102,96,100
CC(=O)[C@H]1C[C@]23CC[C@]4(C)[C@H](CC[C@@H]5[C@@]6(C)CCC(=O)C(C)(C)[C@@H]6CC[C@]54C)[C@H]2[C@H](C)C1(C)OC3,72,81,107,102,96,105,93,101
N#CC(C#N)=C(C#N)NC12CC3CC(CC(C3)C1)C2,104,116,95,96,113,93,101,95
CC(N)C(Cc1ccc(Cl)cc1)c1ccccc1 (stereo not drawn),91,80,88,98,48,88,78,90
CC(C)NO,99,96,104,114,111,109,98,100
Cc1[nH]cc([N+](=O)[O-])[n+]1CCO,98,100,101,102,85,99,103,102
Cc1[nH]c(C2CC(c3ccc(C(F)(F)F)c(F)c3)=NN2C)c(C)c1C(=O)NCC(F)(F)F (stereo not drawn),88,106,115,92,114,94,95,100
CCOP(=O)(OCC)C(NC(=O)CN)C(=O)N1CCCCC1 (stereo not drawn),100,102,100,99,94,101,99,102
O=C(OCc1ccc2c(Cl)cc(Cl)c(O)c2n1)c1cc2ccccc2[nH]1,-72*,-35*,-70*,-37*,-77*,0.0*,-54*,-89*
C#C[C@]1(O)CC[C@H]2[C@@H]3CC=C4c5sc(Nc6cc(C)cc(C)c6)nc5CC[C@]4(C)[C@H]3CC[C@@]21C,-3.5*,20,-60*,-27*,31,11,21,21
O=C(O)c1ccc(N2C(=O)/C(=C\c3ccc(-c4ccccc4F)o3)SC2=S)cc1O,95,113,108,105,120,111,104,103
CC(=O)N(c1ccccc1)c1nc2ccccc2s1,109,101,113,103,86,91,105,101
COc1cc(-c2ccc(NS(=O)(=O)c3ccccc3)c(OC)c2)ccc1NS(=O)(=O)c1ccccc1,102,97,97,94,85,98,96,110
# Continuation:
SMILES,EKVX,HOP-62,M14,RPMI-8226,HOP-92,CCRF-CEM,A549/ATCC,MDA-MB-435
CC(C)CCC[C@@H](C)[C@H]1CC[C@H]2[C@@H]3CC[C@]45O[C@H]4C(=O)CC[C@]5(C)[C@H]3CC[C@]12C,113,92,99,86,92,98,97,105
CNC(=O)c1cc(Oc2ccc3nc(NC(=O)Nc4ccc(N5CCC(N(C)C)CC5)cc4)sc3c2)ccn1,115,94,94,74,75,66,80,99
CCCCCCCCCCCCCCCC[N+]1(C)CCCC1c1cccnc1 (stereo not drawn),nt,54,18,21,6.0*,39,42,64
NC(=O)NCN1CCOCC1,98,64,96,101,93,76,72,113
COc1cc2c(cc1Cc1cccc(Cl)c1F)c(=O)c(C(=O)O)cn2[C@@H](CO)C(C)C,68,50,50,36,47,47,32,58
Brc1ccc2[nH]cc(-c3cncn3Cc3ccc(I)cc3)c2c1,63,76,73,46,43,53,71,74
CC1=Nc2cnc(Nc3ccc(OCCN(C)C)cc3)nc2Nc2ccccc21,94,76,51,61,87,78,80,75
CC(C)=CCC/C(C)=C/COC(=O)[C@H](C)NC(=O)[C@@H]1CCCN1C(=O)CNC(=O)C(C)(C)C,96,101,94,103,nt,103,100,114
O=C(CSc1nnc2n1N=C(c1ccccc1)CS2)c1ccc(F)cc1,110,94,114,107,90,99,98,102
CC(=O)Nc1ccc(N)cc1S(=O)(=O)O,102,96,102,97,94,94,75,107
CCC(C)(C)c1ccc([N+](=O)[O-])cc1,113,109,104,107,91,99,89,107
O=C1CC(=O)N2CCSC2=N1,108&111,96&107,97&108,99&112,108&100,101&103,104&112,111&111
O=c1[nH]nc(-c2ccccc2)o1,109,88,97,92,90,100,82,113
O=C(N/N=C\c1ccc(Cl)cc1)C(=O)N/N=C\c1ccc(Cl)cc1,102,nt,103,96,92,91,102,108
Nc1nc(-c2ccc(Cl)cc2)cs1,nt,90,101,96,88,nt,96,103
COc1ccc(-n2c(SCC(=O)Nc3ccc(S(=O)(=O)Nc4nccs4)cc3)nc3ccccc3c2=O)cc1,68,71,89,75,56,88,81,97
NN1c2nc3c(cnn3-c3ccccc3)c(=O)n2N=C2C(NC(=S)N2c2ccccc2)C1c1ccccc1 (stereo not drawn),83,94,94,86,74,91,93,103
NS(=O)(=O)c1ccc(CCN2C(=O)c3cccc4cccc(c34)C2=O)cc1,94,101,95,95,86,105,103,103
COc1ccc2c(c1)OC13Oc4cc(OC)ccc4C=C1CSCC3=C2,89,96,95,91,86,93,96,101
COc1ccc(-c2nc(-c3ccccc3)c(-c3ccccc3)[nH]2)cc1OC1CCCCC1,nt,105,92,59,70,92,85,85
Cn1c(=O)sc2ccccc21,95,97,108,110,nt,96,101,101
Cc1sc(NC(=O)c2ccccc2)c(C(c2cccs2)N2CCN(c3ccccc3)CC2)c1C (stereo not drawn),nt,97,106,51,71,80,76,104
CNc1ccc([N+](=O)[O-])cn1,108,98,108,94,nt,95,102,110
Oc1cccc(-c2nc(-c3nnc(Nc4ccc(Br)cc4)o3)cc3c2[nH]c2ccccc23)c1,88,77,80,46,78,31,44,81
COc1ccc(/C(C)=C(/c2ccc(OCCCN(C)C)cc2)c2ccc(OC(=O)Cc3ccccc3)cc2)cc1,66,83,-20*,48,51,65,58,72

# In the list so far, 6 have two or more sulfur atoms:
SMILES,EKVX,HOP-62,M14,RPMI-8226,HOP-92,CCRF-CEM,A549/ATCC,MDA-MB-435
NS(=O)(=O)c1ccc(Nc2nc(SCC(=O)c3ccc(Cl)cc3)nc3c2CCC3)cc1,92,105,92,66,52,74,94,101
O=C(O)c1ccc(N2C(=O)/C(=C\c3ccc(-c4ccccc4F)o3)SC2=S)cc1O,95,113,108,105,120,111,104,103
COc1cc(-c2ccc(NS(=O)(=O)c3ccccc3)c(OC)c2)ccc1NS(=O)(=O)c1ccccc1,102,97,97,94,85,98,96,110
O=C(CSc1nnc2n1N=C(c1ccccc1)CS2)c1ccc(F)cc1,110,94,114,107,90,99,98,102
COc1ccc(-n2c(SCC(=O)Nc3ccc(S(=O)(=O)Nc4nccs4)cc3)nc3ccccc3c2=O)cc1,68,71,89,75,56,88,81,97
Cc1sc(NC(=O)c2ccccc2)c(C(c2cccs2)N2CCN(c3ccccc3)CC2)c1C (stereo not drawn),nt,97,106,51,71,80,76,104

# The list goes on:
SMILES,EKVX,HOP-62,M14,RPMI-8226,HOP-92,CCRF-CEM,A549/ATCC,MDA-MB-435
COc1ccc(C/C(=N/O)c2ccc(OC)cc2)cc1,90,99,98,89,39,nt,99,111
CN(Cc1ccccc1)Cc1ccccc1C(O)c1ccccc1 (stereo not drawn),91,99,102,85,58,82,92,105
O=C(O)c1ccccc1Oc1cc(-c2ccco2)nc(OCCBr)n1,95,101,104,123,nt,87,94,101
CCC(CC)(C(=O)Nc1ccc2nc(C)cc(N)c2c1)C(=O)Nc1ccc2nc(C)cc(N)c2c1,93,97,108,101,109,102,109,109
O=S(=O)(NCCNc1nccc(-n2cnc3ccccc32)n1)c1ccc(F)cc1,85,91,nt,74,82,93,91,98
C[C@]12C=CC(=O)C=C1CCC1C2[C@@H](O)C[C@@]2(C)C1CC[C@]2(O)C(=O)COP(=O)(O)O (stereo partly drawn),73,117,100,66,63,61,70,94
COc1ccc(C(=O)Nc2ccc(-c3ccc4c(c3)NC(=O)/C4=C\c3ccc[nH]3)cc2)cc1,7.9*,63,28,66,97,26,74,30
COC(=O)c1ccc(Br)cc1,103,nt,108,105,104,121,96,111
COc1ccc(CC(C)=C(c2ccc(OCCN(C)C)cc2)c2ccc(OCCN(C)C)cc2)cc1,89,83,-40*,56,37,17,77,62
CCCCCC(CC)C(CC)CO (stereo not drawn),104,101,97,107,85,109,96,110
N/C(=N/N=C/c1ccccc1)N/N=C\c1ccccc1,76,76,27,55,57,51,59,-3.3*
C[C@@]12c3cc4c(cc3CCN1C(=O)O[C@H]2c1ccccc1Br)OCO4,86,99,94,85,61,85,88,95
CCOC(=O)c1c(N)ssc1=S,103,107,106,100,104,113,104,107
CC(=O)SCCCON1C(=O)c2ccccc2C1=O,101,110,105,102,109,100,113,109
NC(=O)C(CCc1nc2ccccc2[nH]1)NS(=O)(=O)c1ccccc1 (stereo not drawn),nt,106,100,100,86,93,100,115
COc1ccc(-n2cnc3c(sc4ncc(Br)cc43)c2=O)cc1,nt,97,98,93,106,nt,90,101
NCCCN1CCCN=C1C1=NCCCN1CCCN,nt,109,102,92,nt,nt,nt,103
O=C(Nc1ccc(Nc2ccncc2)cc1)c1ccc([N+](=O)[O-])cc1,70,62,65,23,51,1.0*,72,79
CCOC(=O)c1cncc(C(=O)OCC)c1,nt,102,113,102,nt,nt,nt,102
O=C1C=C(c2ccccc2)C(c2ccccc2)C1 (stereo not drawn),120,108,118,114,88,60,105,114
Cc1ccc(S(=O)(=O)c2nc(S(=O)(=O)NCc3ccccc3)sc2N2CCOCC2)cc1,87,92,97,94,90,95,92,104
O=C(C[C@]1(O)C(=O)Nc2ccc(Br)cc21)c1ccccn1,110,87,93,96,71,98,101,106
O=C(O)CCCCCN1C(=O)/C(=C/c2ccc(O)c(O)c2)SC1=S,97,110,106,111,139,105,113,103
COc1ccc2c(CSc3nc(-c4ccc(Cl)cc4)c(C#N)c(N4CCN(C)CC4)n3)cc(=O)oc2c1,94,88,98,nt,68,93,77,100
CC(C)c1nc2ccccc2n1CC(=O)c1ccc(C#N)cc1,102,102,91,92,79,98,86,104
# Next section:
SMILES,EKVX,HOP-62,M14,RPMI-8226,HOP-92,CCRF-CEM,A549/ATCC,MDA-MB-435
CCOC(=O)c1cnn(-c2nc(-c3ccc(Cl)cc3)c(C#N)c(N3CCOCC3)n2)c1N,90,93,107,96,77,97,99,100
CCn1c(Sc2nnc(NC(=O)c3ccccc3)s2)nc2c1c(=O)n(C)c(=O)n2C,97,94,95,nt,76,97,103,98
O=C(O)c1ccc(NC(=S)NC(=O)c2ccc(Cl)cc2)cc1,102,87,98,97,80,nt,92,96
CCOC(=O)N/N=C/C=N/NC(=O)OCC,nt,103,106,105,nt,97,101,115
C=C(C)[C@@H]1CC[C@]2(C=NCC#CCN3CCN(C)CC3)CC[C@]3(C)[C@H](CC[C@@H]4[C@@]5(C)CCC(=O)C(C)(C)[C@@H]5CC[C@]43C)[C@@H]12,nt,96,96,86,91,92,70,101
C[C@@H](C[C@H](CCOC(=O)N1CCOCC1)c1ccccc1)c1ccoc1,101,100,92,102,75,90,98,102
Nc1ncc(/C=C/CNC(=O)c2cc3ccccc3[nH]2)[nH]1,102,102,100,nt,111,94,102,100
COc1ccc(/C=C\C(C)=N\NC(=O)c2ccncc2)cc1,102,102,97,93,83,82,101,102
O=C1NC2C(NC(=O)N2Cl)N1Cl (stereo not drawn),83,92,101,92,81,89,89,105
C=CC(=O)Nc1cccc(-c2nc(SC)nc(Nc3ccc(OC)cc3)c2C#N)c1,87,91,97,101,77,110,93,76
CN(CC(=O)c1ccc(Cl)cc1)Cc1ccccc1,116,103,109,106,91,102,nt,115
CCCCCCCCCCCCCCCCNC(=O)Nc1ccc(C)cc1,106,106,107,101,95,98,92,109
Cc1ccc(S(=O)(=O)C/C(=N\Nc2ccccc2)c2cc3ccccc3oc2=O)cc1,91,105,105,102,106,99,90,102
Cc1cc(Nc2ccc(CCO)cc2)nc(N)n1,95,106,94,105,105,97,100,100
CCCCCC#CC(=O)O,100,98,120,100,84,102,97,107
CNC(=O)c1ccccc1Nc1nc(Nc2ccc3c(c2OC)CCC[C@H](N2CCN(CCO)CC2)C3)ncc1Cl,12,-49*,-69*,-13*,-31*,7.3*,-32*,-28*

# Fetched one by one from above:
SMILES,EKVX,HOP-62,M14,RPMI-8226,HOP-92,CCRF-CEM,A549/ATCC,MDA-MB-435
CCn1c(Sc2nnc(NC(=O)c3ccccc3)s2)nc2c1c(=O)n(C)c(=O)n2C,97,94,95,nt,76,97,103,98
C=C(C)[C@@H]1CC[C@]2(C=NCC#CCN3CCN(C)CC3)CC[C@]3(C)[C@H](CC[C@@H]4[C@@]5(C)CCC(=O)C(C)(C)[C@@H]5CC[C@]43C)[C@@H]12,nt,96,96,86,91,92,70,101

# Bioassay records deposited in PubChem BioAssay by NCI.
